Tau fibril FP: qHTS for Inhibitors of Tau Fibril Formation, Fluorescence Polarization; Microtubule-associated protein tau (Homo sapiens), P10636; K18 P301L tau heparin fibrillization, Alexa594 FP, 6 h; Potency, µM (titrated, usually from 57.7 µM), for inactives: at the top dose activity, negative = inhibition, most hits filed as inhibitors; 0.39% of 280,000 active; AID 1468, 2008; also: potency is read from the fitted curve at half-maximal effect; % is scaled to controls: 0 for no effect and ±100 for the full control effect; nearly all actives have a fitted effect of over 55% in size
Target sequence (P10636 561-689 P618L limits assumed): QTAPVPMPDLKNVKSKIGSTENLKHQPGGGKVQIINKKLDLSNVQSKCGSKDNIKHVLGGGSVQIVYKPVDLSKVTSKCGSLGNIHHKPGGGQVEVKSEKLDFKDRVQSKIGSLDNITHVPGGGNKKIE
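Human tau K18 […] P301L fragment, 15 uM unlabeled plus 0.24 uM Alexa 594-labeled tau (final), with compound and 20 uM heparin in 100 mM sodium acetate pH 7; 6 hr at 37 C, then Alexa 594 FP read.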
Tau fluor counter: Counterscreen qHTS for Inhibitors of Tau Fibril Formation, Fluorescence Polarization | 0.93% of 280,000 active | tau K18 P301L Alexa594 fluorescence, heparin fibrillization | Potency, µM (top dose mostly 57.7 µM), without a hit: at the top dose activity change, negative = decrease; also: potency is read from the fitted curve at half-maximal effect; % is scaled to controls: 0 for no effect and ±100 for the full control effect; nearly all actives have a fitted effect of over 55% in size
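Human tau K18 P301L (15 uM unlabeled, 0.24 uM Alexa 594-labeled) in 100 mM sodium acetate pH 7 with 20 uM heparin, 6 hr at 37 C. ThT 30 uM added, 1 hr ambient; Alexa 594 FP and total fluorescence read at 555/632 nm.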
aGal spleen mod: qHTS Assay for Inhibitors and Activators of Human alpha-Galactosidase From Spleen Homogenate; 0.008% of 240,000 active; Alpha-galactosidase A (Homo sapiens), P06280; Potency, µM (doses to about 80 µM), without a hit: top-dose activity change, negative = inhibition, usual class: inhibitors; human spleen homogenate, 4MU-alpha-Gal fluorescence, 40 min;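 also: potency is read from the fitted curve at half-maximal effect; 0% = enzyme with vehicle and -100% = no enzyme basal signal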
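Spleen homogenate 1 ug + cpd (titration) + 4-MU-alpha-D-galactopyranoside 1 mM; 37C 40 min; 50 mM citrate/phosphate pH 5.0, 0.01% Tween-20; stop pH 10; fluorescence 365/440; AC50 via Hill.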
Epigenetic derep: Quantitative High-Throughput Screen for Regulators of Epigenetic Control | murine LDR cells, GFP reporter derepression, 30 h | Potency, µM (series often up to 53.9 µM), for inactives: at the top dose GFP activation, actives largely listed as activators | 0.2% of 280,000 active; also: potency is read from the fitted curve at half-maximal effect; % of control where 0% means no effect; nearly all actives have a fitted effect of over 60% in size
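Murine LDR cells carrying a silenced, genomically integrated CMV-driven GFP reporter were exposed to compound for 30 hours at 37 C. After PBS washes, GFP-positive cells (20–120 um objects) were counted by laser-scanning microplate cytometry.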
CBFb-RUNX1 inh: qHTS Assay for Compounds Blocking the Interaction Between CBF-beta and RUNX1 for the Treatment of Acute Myeloid Leukemia. Runt-related transcription factor 1 (Homo sapiens) + Core-binding factor subunit beta …. AlphaScreen CBFb-His/RUNX1-biotin binding, biochemical. Potency, µM (top dose mostly 59.8 µM), inactives show at the highest dose activity, negative = inhibition, most hits filed as inhibitors. 230,000 tested, under 10 active; also: % of control where 0% means no effect
Target sequence (Q01196 whole entry, looked up): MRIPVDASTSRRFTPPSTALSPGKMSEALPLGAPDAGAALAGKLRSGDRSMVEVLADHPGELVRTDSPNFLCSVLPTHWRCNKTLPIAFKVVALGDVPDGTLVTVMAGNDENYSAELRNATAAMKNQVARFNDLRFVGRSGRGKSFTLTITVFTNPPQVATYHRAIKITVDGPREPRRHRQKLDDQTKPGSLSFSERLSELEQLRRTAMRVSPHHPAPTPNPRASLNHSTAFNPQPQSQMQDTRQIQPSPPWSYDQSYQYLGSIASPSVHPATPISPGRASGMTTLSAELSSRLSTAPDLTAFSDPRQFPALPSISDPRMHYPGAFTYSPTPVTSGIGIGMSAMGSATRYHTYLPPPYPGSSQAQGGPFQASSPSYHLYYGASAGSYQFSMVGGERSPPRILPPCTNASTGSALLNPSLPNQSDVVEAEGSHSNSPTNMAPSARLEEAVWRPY
Target sequence (Q13951 whole entry, looked up): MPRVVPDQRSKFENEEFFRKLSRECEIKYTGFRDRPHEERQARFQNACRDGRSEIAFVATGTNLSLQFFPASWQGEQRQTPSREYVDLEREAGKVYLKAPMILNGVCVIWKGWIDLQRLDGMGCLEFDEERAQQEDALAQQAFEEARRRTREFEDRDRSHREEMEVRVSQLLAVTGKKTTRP
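Room-temperature protein-protein interaction test with 30 nM each of His-tagged CBF-beta and biotinylated RUNX1, 15 min with compound, then 90 min with nickel plus streptavidin beads. Signal read in AlphaScreen mode.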
NPSR antag: qHTS Assay for Antagonists of the Neuropeptide S Receptor: cAMP Signal Transduction | CHO-NPSR cells, cAMP TR-FRET, antagonist mode | Potency, µM (highest dose often 38.3 µM), for inactives: top-dose activity change, negative = inhibition, hits mostly inhibitors | 1% of 220,000 active | AID 1461, 2008 | Q6W5P4; also: potency is read from the fitted curve at half-maximal effect; % is scaled to controls: 0 for no effect and ±100 for the full control effect; nearly all actives have a fitted effect of over 50% in size; many of its hits are not listed in these tables
TRb-SRC2 inh: qHTS for Inhibitors of the Interaction of Thyroid Hormone Receptor and Steroid Receptor Coregulator 2. Thyroid hormone receptor beta (Homo sapiens), P10828. TRbeta-SRC2 peptide binding, fluorescence polarization; receptor liganded with 1 µM T3. Potency, µM (highest dose often 106 µM), for the others: at the highest dose activity change, negative = inhibition, actives largely listed as inhibitors. 0.065% of 280,000 active;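 also: potency is read from the fitted curve at half-maximal effect; plate controls were bound peptide for no effect and peptide without receptor for full effect; nearly all actives have a fitted effect of over 50% in size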
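Polarization signal, normalized between peptide-alone and full complex controls, measured compound effects on T3-liganded human TRb LBD (0.6 uM) binding 20 nM Texas Red SRC2 peptide after 5 hr.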
TexasRed fluor: Total Fluorescence Counterscreen for Inhibitors of the Interaction of Thyroid Hormone Receptor and Steroid Receptor Coregulator 2 | TRb/SRC2 Texas Red total fluorescence interference | Potency, µM (top dose mostly 106 µM), for the others: at the highest dose fluorescence change, negative = quenching | 0.29% of 280,000 active | AID 1479, 2009; active = well fitted curve in either direction with a large enough effect; inconclusive = small, poorly fitted or top-dose-only effect; also: potency is read from the fitted curve at half-maximal effect; % is scaled to controls: 0 for no effect and ±100 for the full control effect
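Human TRb ligand-binding domain at 0.6 uM with 20 nM Texas Red SRC2 peptide in Tris buffer containing 1 uM T3 and 5% DMSO, incubated with compound 5 h at ambient temperature. Total fluorescence (555/632 nm) calculated as parallel + 2 × perpendicular.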
Numbers without * were called inactive; ? = inconclusive; · = not tested or not shown; & = joins results of further samples; [ ] = remark or other dose. Unless noted, calls follow the shape of the dose curve; as a rule, active = well fitted curve in the direction sought with a large enough effect; inconclusive = small, poorly fitted or top-dose-only effect, or another doubt; inactive = no such curve, though single readings can be large; an effect the other way counts as inactive or inconclusive.

Order of results: Tau fibril FP, Tau fluor counter, aGal spleen mod, Epigenetic derep, CBFb-RUNX1 inh, NPSR antag, TRb-SRC2 inh, TexasRed fluor
> CC(=O)N1CCC(=O)N(C(C)C)c2ccccc21
  1%, 4%, 3%, 0.0%, 0%, -4%[46.1 µM], 0%, 4%
> NC(=O)CC[C@@H](N)C(=O)O
  -8%, -2%, -10%, 1.1%, 30%, ·, 7%, -3%
> OCCCNCc1ccc(-c2ccccc2)cc1
  5%, -1%, 2%, -1.9%[10.1 µM], -1%, 11%, -6%, -3%
> COCCn1nnnc1C(c1ccc(OC)cc1OC)N1CCN(c2ccccc2)CC1 (stereo not given)
  -4%, 2%, 12%, 0.0%, -7%, -1%[46.1 µM], -4%, -3%
> CN(C(=O)C12CC3CC(CC(C3)C1)C2)C1(C)CCS(=O)(=O)C1 (stereo not given)
  0%, 1%, 6%, 0.0%, 4%, -3%[46.1 µM], -1%, 0%
> OCCCN1c2ccccc2Nc2nnc(-c3ccccc3)cc21
  0%, -17%, 2%, -1.1%, -7%, -11%[46.1 µM], 4%, -2%
> Fc1ccc(CSc2ccc3nnc(-c4cccnc4)n3n2)cc1
  -1%, -1%, -1%, 0.5%, -14%, -4%, 0%, -1%
> O=C(CSc1nc2ncccc2[nH]1)Nc1ccc2c(c1)OCCO2
  1%, -3%, 3%, -2.2%, 3%, -16%[46.1 µM], 1%, -2%
> Cc1csc(NC(=O)CCc2c(C)nc3cc(-c4ccc(Cl)cc4)nn3c2C)n1
  ?, -22%, -3%, 5.8%, -1%[2.36 µM], -36%, 1%, -2%
> O=C(NNC(=O)c1ccccc1-n1cccc1)c1ccccc1
  -6%, -1%, 4%, -1.1%, -3%, -5%[46.1 µM], -6%, 0%
> O=C(NCC1CCCO1)c1cc(C(=O)C2CCCCC2)c[nH]1 (stereo not given)
  -9%, -4%, 3%, 1.2%, -5%, -1%, -2%, 1%
> Cc1nc2c(C(=O)NCc3ccccc3Cl)cnn2c(C)c1Cc1ccccc1
  2%, -20%, ·, 1.5%, ·, ·, -2%, -1%
> CNCCC=C1c2ccccc2CCc2ccccc21
  7%&-6%&-8%, -8%&-20%&-7%, -8%, -1.1%, 7%, ?, -8%, -5%
> CC(=O)c1c[nH]c(C(=O)NCC2CCCO2)c1 (stereo not given)
  -2%, -3%, 3%, 0.0%, 1%, 3%[46.1 µM], -3%, -1%
> COc1cc(OC)cc(C(=O)N(Cc2cc3cc(C)ccc3[nH]c2=O)C(C)C)c1
  4%, 4%, -5%, 7.2%, -3%, ?, 6%, 0%
> CSc1ccc(NC(=O)c2cccnc2)cc1C#N
  5%, 3%, -2%, -0.4%, 8%, 2%, 3%, -5%
> O=C(NC1CCCCC1)c1ccccc1NC(=O)C1CC(=O)N(c2ccccc2)C1 (stereo not given)
  -3%, 2%, 3%, -1.2%, -12%, -17%[46.1 µM], -23%, 1%
> O=C(CSc1ccc(-c2ccccc2)nn1)NCC1CCCO1 (stereo not given)
  10%, -1%, -6%, 1.9%, -19%, 5%, -13%, -1%
> Cc1cc(C)c2c(=O)nc(SCc3ccccc3C)n(C3CC3)c2n1
  ?, -7%, ·, -4.9%, ·, ·, -4%, 0%
> CC(C)CNC(=O)C1CCN(Cc2ccc(OCc3ccccc3)cc2)CC1
  8%, 4%, 7%, 0.0%, -1%, 6%, -1%, 1%

5 records picked at random from the list so far:
Order of results: Tau fibril FP, Tau fluor counter, aGal spleen mod, Epigenetic derep, CBFb-RUNX1 inh, NPSR antag, TRb-SRC2 inh, TexasRed fluor
> CSc1ccc(NC(=O)c2cccnc2)cc1C#N
  5%, 3%, -2%, -0.4%, 8%, 2%, 3%, -5%
> CC(C)CNC(=O)C1CCN(Cc2ccc(OCc3ccccc3)cc2)CC1
  8%, 4%, 7%, 0.0%, -1%, 6%, -1%, 1%
> O=C(NCC1CCCO1)c1cc(C(=O)C2CCCCC2)c[nH]1 (stereo not given)
  -9%, -4%, 3%, 1.2%, -5%, -1%, -2%, 1%
> Cc1cc(C)c2c(=O)nc(SCc3ccccc3C)n(C3CC3)c2n1
  ?, -7%, ·, -4.9%, ·, ·, -4%, 0%
> CNCCC=C1c2ccccc2CCc2ccccc21
  7%&-6%&-8%, -8%&-20%&-7%, -8%, -1.1%, 7%, ?, -8%, -5%

Next part.
structure | Tau fibril FP | Tau fluor counter | aGal spleen mod | Epigenetic derep | CBFb-RUNX1 inh | NPSR antag | TRb-SRC2 inh | TexasRed fluor
C=CCN1C(=O)C(Cc2cccc(Cl)c2)S/C1=N/N=C/c1ccco1 (stereo not given) | 3% | -10% | 3% | 0.9% | 17% | -5%[46.1 µM] | -7% | -2%
CN(C)C(=O)N1CCN(C(=O)N(C)C)CC1 | 8% | 8% | 6% | 2.8% | -5% | -9%[46.1 µM] | -4% | -3%
Cn1cc(S(=O)(=O)NCc2cccs2)c(=O)n(C)c1=O | -2% | -3% | 9% | 7.7% | 0% | 14%[46.1 µM] | 2% | 2%
C=CCNC(=O)N1CCC(CO)(Cc2ccc(Cl)cc2)CC1 | 0% | 7% | -3% | -1.4% | -6% | 3% | -5%[53 µM] | 1%[53 µM]
COc1cc2c(cc1OC)C(C)N(C(=O)Cn1ncc3c1-c1ccccc1OC3)CC2 (stereo not given) | 2% | -9% | 5% | 0.0% | 3% | -5% | 1% | -1%
O=C(Cn1c(=O)n(-c2ccc(F)cc2)c(=O)c2sccc21)N1CCCC1 | 8% | -4% | 2% | 0.0% | -1% | -3%[46.1 µM] | 1% | -5%
CC1(C)CC(=O)C=C(NCCc2ccc(S(N)(=O)=O)cc2)C1 | 6% | -3% | -2% | 0.0% | 1% | -17%[46.1 µM] | -3% | 5%
COc1ccc(CC(=O)NCc2ccc3c(c2)CCN3C(=O)c2ccc(Cl)cc2)cc1OC | 3% | -15% | · | 2.6% | · | · | -9% | -4%
O=C(NCC1CCCO1)c1cncc(Br)c1 (stereo not given) | 5% | 6% | -14% | 1.7% | -3% | 22% | -5% | 0%
COc1ccccc1CNC(=O)C1CCN(S(=O)(=O)c2cn(C)cn2)CC1 | -2% | 0% | · | -4.9% | · | · | 2% | -2%
S=C(NCC(c1ccco1)N1CCCC1)Nc1ccccc1 (stereo not given) | 5% | 3% | -1% | 0.0% | -17% | 7% | 3% | -2%
Cc1sc2nc(SCc3nc(-c4ccccc4)no3)n(-c3ccccc3)c(=O)c2c1C | -8% | -4% | -11% | 0.0% | 2% | -11% | -18% | -1%
Cc1ccc(N2CCN(C(=O)c3ccccc3F)CC2)c(C)c1 | -10% | -11% | -2% | 0.8% | 4% | -19%[46.1 µM] | -19% | -2%
O=C(NCC(=O)N1CCCC1)c1cccs1 | 12% | 14% | -6% | 0.0% | 2% | -1%[46.1 µM] | 2% | 1%
Cc1cc(C)nc(-n2nc(C)c3c(C(F)(F)F)cc(=O)[nH]c32)n1 | 12% | 9% | -20% | 0.0% | -6% | -4%[46.1 µM] | -3% | -1%
Cc1c([N+](=O)[O-])c(C/C=N/O)nn1C | 8% | -9% | 10% | -1.0% | -15% | -2% | -4% | -3%
Cc1ccccc1N(CC(=O)O)S(C)(=O)=O | 0% | -3% | 13% | 1.0% | 0% | 4% | -20% | 1%
COc1ccc(NC(=O)CC(CC(=O)O)c2cc(OC)c(OC)c(OC)c2)cc1 (stereo not given) | -9% | -8% | 3% | -0.3% | 1% | -3%[7.67 µM] | -7% | -1%
C/C(=N\NC(=O)c1ccc(COc2ccccc2)cc1)c1ccncc1 | 3% | 1% | -3% | -1.1% | ? | 8% | 3% | -6%
COCCCn1cc(C(=O)c2cc(OC)ccc2OCC(=O)N2CCCCC2C)cc(C#N)c1=O (stereo not given) | 13% | 0% | 9% | 2.6% | 8% | -5% | -2% | -1%
Cc1ccc(Cl)cc1N1CCN(C(=O)c2noc3c2CCCC3)CC1 | -10% | -12% | · | -1.3% | · | · | -2% | -1%
CCc1nn(CCCC(=O)NCc2ccc(C)cc2)c(=O)c2cc3occc3n12 | 1% | -5% | · | 2.5% | · | · | -3% | 1%
Cc1cccc(NC(=S)N=Nc2c(O)[nH]c3ccccc23)c1 | -1% | 14µM*[quencher] | -4% | -6.2% | ? | -33% | -2% | -3%
CCn1nc(C)c(CNCc2cn[nH]c2-c2cc3ccccc3o2)c1C | -5% | -5% | -3% | 1.1% | 5% | 11% | 0% | 2%
Cc1ccc2c(C(=O)N3CCN(c4ccccc4)CC3)cc(-c3cccnc3)nc2c1C | 4% | 0% | 0% | 2.2% | 2% | -48% | -4% | -2%
COc1ccc(NC2=Nc3ccccc3N3C2=Nc2c(c(C)nn2-c2ccc(C)cc2)C3c2cccnc2)cc1 (stereo not given) | 4% | -30% | -1% | 1.0% | -1% | -3%[46.1 µM] | 2% | -4%
CCC(C)OC(=O)C1C(c2ccccc2)C(C(=O)O)C1c1ccccc1 (stereo not given) | -6% | -4% | -10% | 0.0% | -1% | 7%[46.1 µM] | -23% | -1%

Not all compounds are listed; count on the stated rates, not on these rows.
